DT40 TDP1 no CPT = qHTS for Inhibitors of human tyrosyl-DNA phosphodiesterase 1 (TDP1): qHTS in cells in absence of CPT; AID 686978, 2013; DT40 Tdp1-/- hTDP1 cells, no CPT, ATP luminescence, 48 h; hit rate 15% among 420,000; Potency, µM (doses to about 46.2 µM), without a hit: at the highest dose activity change, negative = growth inhibition, actives largely listed as inhibitors; note: nearly all actives have a fitted effect of over 55% in size
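No-CPT arm: Tdp1-/-;hTDP1 DT40 cells (400/well) plus compounds, incubated ≥48 hr at 37 °C. Readout CellTiter-Glo luminescence.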
TDP1 cell CPT = DT40-hTDP1 cell growth loss with CPT | chicken DT40 Tdp1-/-;hTDP1 cells + 20 nM CPT, ATP luminescence, 48 h | hit rate 12% among 420,000 | Potency, µM (highest dose often 46.2 µM), for the others: top-dose activity change, negative = growth inhibition, actives largely listed as inhibitors | AID 686979; note: nearly all actives have a fitted effect of over 55% in size
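Cell growth measured by CellTiter-Glo luminescence after a minimum 48 h, 37 C compound exposure with 20 nM CPT in Tdp1-knockout DT40 cells stably expressing hTDP1, seeded 400/well; qHTS titration format.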
TDP1 block = TDP1 (human) enzyme inhibition | Q9NUW8 | recombinant TDP1, AlphaScreen DNA substrate cleavage | Potency, µM (series often up to 130 µM), without a hit: top-dose activity change, negative = inhibition, most hits filed as inhibitors | hit rate 0.28% among 350,000; note: nearly all actives have a fitted effect of over 40% in size
Target sequence (Q9NUW8 whole entry, looked up): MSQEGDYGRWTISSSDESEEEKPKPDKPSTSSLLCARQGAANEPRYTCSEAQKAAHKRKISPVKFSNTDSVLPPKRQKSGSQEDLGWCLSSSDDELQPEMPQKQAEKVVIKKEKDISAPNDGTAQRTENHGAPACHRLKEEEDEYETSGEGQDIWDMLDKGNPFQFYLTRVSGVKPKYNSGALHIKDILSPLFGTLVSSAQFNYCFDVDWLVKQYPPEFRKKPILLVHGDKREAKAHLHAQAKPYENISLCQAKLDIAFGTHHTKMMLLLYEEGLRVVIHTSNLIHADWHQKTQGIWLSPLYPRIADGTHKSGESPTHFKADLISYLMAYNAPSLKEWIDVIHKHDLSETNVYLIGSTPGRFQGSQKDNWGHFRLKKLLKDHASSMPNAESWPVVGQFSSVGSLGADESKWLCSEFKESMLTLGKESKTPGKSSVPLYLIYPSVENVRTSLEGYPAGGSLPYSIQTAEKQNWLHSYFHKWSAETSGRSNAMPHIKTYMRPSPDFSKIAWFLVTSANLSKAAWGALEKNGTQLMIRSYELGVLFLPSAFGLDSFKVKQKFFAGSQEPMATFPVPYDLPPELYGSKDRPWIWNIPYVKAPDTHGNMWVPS
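Compounds were preincubated with Tdp1 (1 nM final) for 15 min at room temperature before substrate (15 nM final) started a 5 min reaction; beads (10 ug/ml final) were then added for 10 min before AlphaScreen detection.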
* marks the source's active call; other numbers are inactive results; [ ] = dose if it differs, or a comment. Calls come from the whole dose curve; as a rule, active = well fitted curve in the direction sought with a large enough effect; inconclusive = small, poorly fitted or top-dose-only effect, or another doubt; inactive = no such curve, though single readings can be large; an effect the other way counts as inactive or inconclusive. % is set by controls: 0 for no effect and ±100 for the full control effect; potency is the fitted concentration of half-maximal effect.

`COc1ccc(OC)c(-c2csc(NC(=O)COC(=O)c3ccc(NC(=O)CC#N)cc3)n2)c1` gave DT40 TDP1 no CPT inconclusive, TDP1 cell CPT -28% and TDP1 block -1%.
`O=C(NNC(=O)C1CCN(S(=O)(=O)c2ccc(Cl)cc2)CC1)c1ccc(Cl)cc1` gave DT40 TDP1 no CPT -21%, TDP1 cell CPT 0% and TDP1 block 0%.
`Cn1ccc2c(OCC(=O)NCc3ccccc3)cccc2c1=O` gave DT40 TDP1 no CPT inconclusive, TDP1 cell CPT inconclusive and TDP1 block 3%.
For O=C(Nc1ccccc1Cl)O/N=C/c1ccncc1 the results were DT40 TDP1 no CPT -10% and TDP1 cell CPT -12%.
Screening O=C(O)c1ccc(Oc2nc3ccccc3s2)cc1 returned DT40 TDP1 no CPT -3% and TDP1 cell CPT 6%.
CCOC(=O)c1cc2c(OC)ccc(OC)c2n1CC(=O)c1ccccc1 was read as DT40 TDP1 no CPT inconclusive and TDP1 cell CPT inconclusive.
For O=C(NNC(=O)c1cc2ccccc2oc1=O)c1ccccc1 the results were DT40 TDP1 no CPT -10%, TDP1 cell CPT -20% and TDP1 block 15%.
`COc1ccccc1N1CCN(S(=O)(=O)c2c(C)sc3ncn(CC(=O)Nc4ccccc4F)c(=O)c23)CC1` gave DT40 TDP1 no CPT -3%, TDP1 cell CPT 1% and TDP1 block 6%.
For Cc1nn(CCCC(=O)NCc2ccccc2)c(=O)c2c1sc1ccccc12 the results were DT40 TDP1 no CPT -76%, TDP1 cell CPT inconclusive and TDP1 block 0%.
For O=C(CSc1nnc(-c2ccc(O)cc2)o1)c1ccc(Br)cc1 the results were DT40 TDP1 no CPT inconclusive, TDP1 cell CPT inconclusive and TDP1 block 3%.
For O=[N+]([O-])c1cc(NCCO)c(N2CCCCCC2)c2nonc12 the results were DT40 TDP1 no CPT 11% and TDP1 cell CPT -4%.
Cc1ccc(S(=O)(=O)N2[C@H](CC(=O)c3cccs3)OC[C@@H]2C)cc1 was read as DT40 TDP1 no CPT 23µM* and TDP1 cell CPT inconclusive.
`O=C(Cc1cccs1)NC1CC(=O)N(c2cccc(F)c2)C1` (stereo not drawn) gave DT40 TDP1 no CPT -4%, TDP1 cell CPT -4% and TDP1 block -3%.
For Cc1cc(C)n(-c2nc3ccccc3nc2Nc2cc(C(=O)O)ccc2C)n1 the results were DT40 TDP1 no CPT -2%, TDP1 cell CPT -14% and TDP1 block -2%[12.3 µM].
O=C(NCc1ccco1)C12CC3CC(CC(C3)C1)C2 was read as DT40 TDP1 no CPT -28%, TDP1 cell CPT 6% and TDP1 block 3%.
`Cc1ccc(NC(=O)COc2coc(CN3CCc4ccccc43)cc2=O)c(C)c1` gave DT40 TDP1 no CPT 15µM*, TDP1 cell CPT inconclusive and TDP1 block 0%.
CN(Cc1ccccc1)c1ccc(-c2nc(-c3ccco3)no2)cc1[N+](=O)[O-] was read as DT40 TDP1 no CPT inconclusive, TDP1 cell CPT inconclusive and TDP1 block 6%.
Cc1nn(-c2nc(-c3ccc(F)cc3)cc(C(F)(F)F)n2)c(C)c1Br was read as DT40 TDP1 no CPT 18µM*, TDP1 cell CPT inconclusive and TDP1 block -5%.
For Cc1ccc(S(=O)(=O)CCC(=O)N(Cc2nnc(-c3ccc(Cl)cc3)o2)C2CC2)cc1 the results were DT40 TDP1 no CPT inconclusive, TDP1 cell CPT inconclusive and TDP1 block 2%.
For CSCCC(C)N1CCC(Oc2ccc(C(=O)N3CCCC3)cc2)CC1 (stereo not drawn) the results were DT40 TDP1 no CPT -2%, TDP1 cell CPT -5% and TDP1 block 3%.
Screening CN(Cc1ccccc1)c1ccc2cc(S(=O)(=O)N3CCCCC3)ccc2n1 returned DT40 TDP1 no CPT 9.2µM*, TDP1 cell CPT 10µM* and TDP1 block 5%.
CC(=O)N1CCN(c2ccc(Oc3nc(-c4ccccc4)nc4ccccc34)cc2)CC1 was read as DT40 TDP1 no CPT -10% and TDP1 cell CPT -10%.
Screening CCC(CNC(=O)c1c(C)nn(-c2ccccc2)c1Cl)c1ccccc1 (stereo not drawn) returned DT40 TDP1 no CPT 21µM*, TDP1 cell CPT 23µM* and TDP1 block 6%.
Screening CCCn1c(N)c(N(CCOC)C(=O)C2CCCC2)c(=O)[nH]c1=O returned DT40 TDP1 no CPT 15%, TDP1 cell CPT -2% and TDP1 block -1%[56.1 µM].

2 compounds drawn at random from those above:
`Cc1ccc(NC(=O)COc2coc(CN3CCc4ccccc43)cc2=O)c(C)c1` gave DT40 TDP1 no CPT 15µM*, TDP1 cell CPT inconclusive and TDP1 block 0%.
For Cc1ccc(S(=O)(=O)CCC(=O)N(Cc2nnc(-c3ccc(Cl)cc3)o2)C2CC2)cc1 the results were DT40 TDP1 no CPT inconclusive, TDP1 cell CPT inconclusive and TDP1 block 2%.

Eight successive records out of the list so far:
`COc1ccc(OC)c(-c2csc(NC(=O)COC(=O)c3ccc(NC(=O)CC#N)cc3)n2)c1` gave DT40 TDP1 no CPT inconclusive, TDP1 cell CPT -28% and TDP1 block -1%.
`O=C(NNC(=O)C1CCN(S(=O)(=O)c2ccc(Cl)cc2)CC1)c1ccc(Cl)cc1` gave DT40 TDP1 no CPT -21%, TDP1 cell CPT 0% and TDP1 block 0%.
`Cn1ccc2c(OCC(=O)NCc3ccccc3)cccc2c1=O` gave DT40 TDP1 no CPT inconclusive, TDP1 cell CPT inconclusive and TDP1 block 3%.
For O=C(Nc1ccccc1Cl)O/N=C/c1ccncc1 the results were DT40 TDP1 no CPT -10% and TDP1 cell CPT -12%.
Screening O=C(O)c1ccc(Oc2nc3ccccc3s2)cc1 returned DT40 TDP1 no CPT -3% and TDP1 cell CPT 6%.
CCOC(=O)c1cc2c(OC)ccc(OC)c2n1CC(=O)c1ccccc1 was read as DT40 TDP1 no CPT inconclusive and TDP1 cell CPT inconclusive.
For O=C(NNC(=O)c1cc2ccccc2oc1=O)c1ccccc1 the results were DT40 TDP1 no CPT -10%, TDP1 cell CPT -20% and TDP1 block 15%.
`COc1ccccc1N1CCN(S(=O)(=O)c2c(C)sc3ncn(CC(=O)Nc4ccccc4F)c(=O)c23)CC1` gave DT40 TDP1 no CPT -3%, TDP1 cell CPT 1% and TDP1 block 6%.

Next records:
OC(c1ccco1)c1nc(-c2ccc(F)c(Cl)c2)cs1 (stereo not drawn) was read as DT40 TDP1 no CPT -23% and TDP1 cell CPT inconclusive.
`C/C(CC(=O)Nc1ccccn1)=N\NC(=O)c1ccc([N+](=O)[O-])cc1Cl` gave DT40 TDP1 no CPT 4%, TDP1 cell CPT 1% and TDP1 block -8%.
Screening CCN(C[C@H]1N[C@@](Cc2ccccc2)(C(=O)OC)[C@H]2C(=O)N(Cc3ccccc3)C(=O)[C@@H]12)C(=O)Nc1ccc(F)cc1 returned DT40 TDP1 no CPT 16µM*, TDP1 cell CPT inconclusive and TDP1 block 1%.
For CCOC(=O)c1c(NC(=O)COc2cccc(C)c2C)sc2c1CCC(CC)C2 (stereo not drawn) the results were DT40 TDP1 no CPT -15%, TDP1 cell CPT 8% and TDP1 block 5%[12.3 µM].
O=C(C[n+]1ccccc1Cl)c1ccccc1 was read as DT40 TDP1 no CPT -26% and TDP1 cell CPT -8%.
COc1ccccc1OCCn1cc(/C=C(\C#N)C(=O)NCc2cccs2)c2ccccc21 was read as DT40 TDP1 no CPT -21%, TDP1 cell CPT -4% and TDP1 block 3%.
Screening COC(=O)c1ccccc1NC(=O)Cn1cnc2c(cnn2-c2ccccc2)c1=O returned DT40 TDP1 no CPT -15%, TDP1 cell CPT 7% and TDP1 block 2%.
Screening O=C(NC(=S)Nc1cccc(O)c1)C12CC3CC(CC(C3)C1)C2 returned DT40 TDP1 no CPT inconclusive and TDP1 cell CPT inconclusive.
`COc1ccc(C2=CC(=O)C[C@H](c3ccc(OC)c(OC)c3)C2)cc1` gave DT40 TDP1 no CPT 18µM*, TDP1 cell CPT 13µM* and TDP1 block 4%.
Screening CCCN1C(=O)c2cc(C(=O)Nc3ccccc3CC)ccc2C1O (stereo not drawn) returned DT40 TDP1 no CPT 0%, TDP1 cell CPT 1% and TDP1 block 5%.
Screening Cc1onc(-c2ccccc2)c1C(=O)OCC(=O)N(C)c1ccccc1 returned DT40 TDP1 no CPT -27%, TDP1 cell CPT -17% and TDP1 block -4%.
For COCc1nnc(NC(=O)c2ccc(Cl)cc2[N+](=O)[O-])s1 the results were DT40 TDP1 no CPT -12%, TDP1 cell CPT -10% and TDP1 block 0%.
`Cc1ccc(-c2nc(C3CCN(S(=O)(=O)c4ccc(C(F)(F)F)cc4)CC3)no2)cc1` gave DT40 TDP1 no CPT -1%, TDP1 cell CPT 4% and TDP1 block -2%.
For COc1ccccc1C=NNC(=O)c1ccccc1OCCOc1ccccc1 the results were DT40 TDP1 no CPT inconclusive, TDP1 cell CPT inconclusive and TDP1 block 1%.
For CCN1C(=O)S/C(=C/c2ccsc2)C1=O the results were DT40 TDP1 no CPT -20%, TDP1 cell CPT -10% and TDP1 block 0%.
N#CCCn1cc(/C=N/NC(N)=S)c(-c2ccc(Br)cc2)n1 was read as DT40 TDP1 no CPT inconclusive, TDP1 cell CPT inconclusive and TDP1 block 2%.
CCOC(=O)c1cc(C#N)c(=S)[nH]c1C was read as DT40 TDP1 no CPT -29%, TDP1 cell CPT -5% and TDP1 block 4%.
Screening COc1cc(C(=S)N2CCOCC2)ccc1OC(=O)c1ccccc1 returned DT40 TDP1 no CPT 8%, TDP1 cell CPT -11% and TDP1 block 5%.
Screening CCOC(=O)CNc1ccc2c(c1)OCO2 returned DT40 TDP1 no CPT -4%, TDP1 cell CPT -13% and TDP1 block 6%.
COc1cc(NC(=O)C(C)(C)C)c(C(=O)OCC(=O)Nc2cc(C)on2)cc1OC was read as DT40 TDP1 no CPT 10% and TDP1 cell CPT 16%.
CC(C)(C)OC(=O)N1CCC(CC2CC(c3ccccc3)=NO2)(C(=O)NCc2ccccc2)CC1 (stereo not drawn) was read as DT40 TDP1 no CPT inconclusive, TDP1 cell CPT inconclusive and TDP1 block 0%.
For COc1cccc(N2CCN(C(=O)c3cccc(NC4=NC5CS(=O)(=O)CC5S4)c3)CC2)c1 (stereo not drawn) the results were DT40 TDP1 no CPT -23% and TDP1 cell CPT 1%.
For CC(C)[C@H](NC(=O)OCc1ccccc1)C(=O)OCC(=O)NCc1ccco1 the results were DT40 TDP1 no CPT -23% and TDP1 cell CPT -4%.
Screening Cc1sc(NC(=O)c2cccc([N+](=O)[O-])c2)c(C(N)=O)c1-c1ccc(C(C)(C)C)cc1 returned DT40 TDP1 no CPT 21µM*, TDP1 cell CPT inconclusive and TDP1 block 3%.
Screening CCn1ncc(C(=O)Nc2ccc(F)cc2)c1C returned DT40 TDP1 no CPT -19% and TDP1 cell CPT 1%.
CCOc1cc(C(=S)N2CCCCC2)ccc1OS(=O)(=O)c1ccc(Cl)cc1 was read as DT40 TDP1 no CPT 23µM*, TDP1 cell CPT 16µM* and TDP1 block 4%.
For O=C(Cn1cnc2ccccc21)c1ccc(Br)cc1 the results were DT40 TDP1 no CPT -7%, TDP1 cell CPT 2% and TDP1 block 6%.
Screening CC1(C)CC(=O)C/C(=N\NC(=O)C2C3CCCCC32)C1 (stereo not drawn) returned DT40 TDP1 no CPT 0%, TDP1 cell CPT 0% and TDP1 block 5%.
CCOC(=O)[C@]12CCCC=C1N(Cc1ccco1)C(=O)[C@H](CC(=O)NCCC(C)C)C2 was read as DT40 TDP1 no CPT 16µM* and TDP1 cell CPT inconclusive.
Screening COc1ccc(C2CC(c3cccs3)=NN2C(=O)CSc2nc3c(cnn3-c3ccccc3)c(=O)[nH]2)cc1 (stereo not drawn) returned DT40 TDP1 no CPT inconclusive, TDP1 cell CPT inconclusive and TDP1 block -8%.
`Cn1c(N2CCOCC2)nc(-c2ccccc2)c1-c1ccccc1` gave DT40 TDP1 no CPT inconclusive, TDP1 cell CPT -19% and TDP1 block 9%.
`C/C(=N/NC(=O)CNC(=O)c1ccco1)c1ccco1` gave DT40 TDP1 no CPT 21%, TDP1 cell CPT 1% and TDP1 block 0%.
Screening Cc1ccc(C(C)C)cc1-n1nnc(-c2cccc(Cc3ccc4ccccc4c3)c2)c1C(C)O (stereo not drawn) returned DT40 TDP1 no CPT inconclusive and TDP1 cell CPT inconclusive.
Screening Cc1ccc(OCCN(C)C)c([N+](=O)[O-])c1 returned DT40 TDP1 no CPT -2%, TDP1 cell CPT 16% and TDP1 block -2%.
For O=C(CC1C(=O)NCCN1Cc1ccc(-c2ccccc2)cc1)NCc1ccncc1 (stereo not drawn) the results were DT40 TDP1 no CPT inconclusive, TDP1 cell CPT -30% and TDP1 block 8%.
For COc1ccc(NC(=O)C[C@H]2C(=O)N(CCc3ccccc3)C[C@@H]2c2ccc(OC)cc2)cc1 the results were DT40 TDP1 no CPT inconclusive and TDP1 cell CPT inconclusive.
Screening Cc1ccc(CSCCNC(=O)CCSc2ccccc2)cc1 returned DT40 TDP1 no CPT -21%, TDP1 cell CPT -14% and TDP1 block 1%.
N#CC(C#N)=C/C=C(\Nc1ccc(Cl)cc1)c1ccc(Cl)cc1 was read as DT40 TDP1 no CPT inconclusive and TDP1 cell CPT -29%.
